# BLM inh: qHTS Assay for Inhibitors of Bloom's syndrome helicase (BLM). recombinant BLM DNA unwinding, fluorescence dequenching. Potency, µM (doses to about 56.1 µM), without a hit: at the highest dose activity change, negative = inhibition, hits mostly inhibitors. hit rate 0.2% among 350,000. AID 2528, 2010;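 further: plate controls were vehicle for no effect and no enzyme for full effect; nearly all actives have a fitted effect of over 35% in size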
# POLK inh: qHTS for Inhibitors of Polymerase Kappa. purified Pol kappa, fluorescent DNA synthesis assay, 10 min. hit rate 0.53% among 400,000. Potency, µM (doses to about 107 µM), for inactives: top-dose activity, negative = inhibition, hits mostly inhibitors. AID 588579, 2011. DNA polymerase kappa (Homo sapiens), Q9UBT6; further: on the % scale 0 is the no-effect control and ±100 the full control effect
#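 10 nM Pol kappa was preincubated with compounds for 15 min at room temperature. Reaction started with 50 nM (final) substrate. Fluorescence read kinetically at 0 and 10 min.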
# APE1 inh: qHTS Assay for Inhibitors of the Human Apurinic/apyrimidinic Endonuclease 1 (APE1); DNA repair nuclease/redox regulator APEX1 (Homo sapiens), P27695; recombinant APE1, TAMRA/BHQ-2 abasic DNA cleavage fluorescence; Potency, µM (doses to about 65.8 µM), without a hit: at the highest dose activity change, negative = inhibition, actives largely listed as inhibitors; hit rate 0.35% among 350,000; AID 2517, 2012;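 further: plate controls were vehicle for no effect and reference inhibitor for full effect; nearly all actives have a fitted effect of over 55% in size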
#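 Enzyme (0.75 nM final) and test compound are incubated 15 min at room temperature before adding 50 nM quenched THF abasic-site duplex. Cleavage dequenches TAMRA, followed at 525/598 nm over three reads one minute apart.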
# JMJD2A Tudor inh: qHTS Assay for Inhibitors of JMJD2A-Tudor Domain; Potency, µM (doses to about 114 µM), inactives show at the highest dose activity change, negative = inhibition, actives largely listed as inhibitors; hit rate 4.4% among 390,000; Lysine-specific demethylase 4A (Homo sapiens), O75164; AID 504339, 2011; AlphaScreen JMJD2A-Tudor / H3K4me3 peptide binding; further: on the % scale 0 is the no-effect control and ±100 the full control effect; nearly all actives have a fitted effect of over 50% in size
# Target sequence (O75164 whole entry, looked up, the tested form may be a part): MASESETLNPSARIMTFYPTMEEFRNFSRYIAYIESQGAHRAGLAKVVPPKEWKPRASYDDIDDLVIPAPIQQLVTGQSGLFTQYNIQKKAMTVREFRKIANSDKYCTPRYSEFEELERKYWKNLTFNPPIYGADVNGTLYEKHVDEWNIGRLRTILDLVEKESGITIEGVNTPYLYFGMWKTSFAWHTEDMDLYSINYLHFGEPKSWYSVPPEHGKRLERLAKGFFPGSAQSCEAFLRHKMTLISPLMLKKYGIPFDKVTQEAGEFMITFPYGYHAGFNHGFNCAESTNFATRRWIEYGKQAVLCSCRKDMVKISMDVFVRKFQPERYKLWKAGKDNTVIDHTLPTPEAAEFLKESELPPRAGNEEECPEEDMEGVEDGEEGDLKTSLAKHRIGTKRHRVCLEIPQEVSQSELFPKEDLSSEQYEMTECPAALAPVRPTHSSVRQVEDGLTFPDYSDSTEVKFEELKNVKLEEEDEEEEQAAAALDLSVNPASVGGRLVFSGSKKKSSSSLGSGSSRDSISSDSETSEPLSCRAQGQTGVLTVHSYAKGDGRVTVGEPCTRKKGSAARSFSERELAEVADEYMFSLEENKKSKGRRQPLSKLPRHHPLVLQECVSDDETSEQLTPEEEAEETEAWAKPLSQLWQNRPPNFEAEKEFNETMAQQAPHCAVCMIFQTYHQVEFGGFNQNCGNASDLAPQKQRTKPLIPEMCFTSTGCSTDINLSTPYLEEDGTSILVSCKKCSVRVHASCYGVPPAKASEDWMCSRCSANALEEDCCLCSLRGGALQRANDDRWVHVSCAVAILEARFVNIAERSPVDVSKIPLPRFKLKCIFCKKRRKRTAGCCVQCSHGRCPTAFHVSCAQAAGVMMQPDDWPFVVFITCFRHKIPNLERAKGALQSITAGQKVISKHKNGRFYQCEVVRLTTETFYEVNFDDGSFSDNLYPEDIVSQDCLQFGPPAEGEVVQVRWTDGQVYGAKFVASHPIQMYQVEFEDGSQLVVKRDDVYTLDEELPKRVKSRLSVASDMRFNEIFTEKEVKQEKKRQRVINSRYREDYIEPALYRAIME
# G9a block: qHTS Assay for Inhibitors of Histone Lysine Methyltransferase G9a; Histone-lysine N-methyltransferase EHMT2 (Homo sapiens), Q96KQ7; G9a H3K9 monomethylation, AlphaScreen, 2 h; Potency, µM (highest dose often 102 µM), for inactives: at the highest dose activity, negative = inhibition, hits mostly inhibitors; hit rate 8.8% among 350,000; AID 504332, 2011; further: on the % scale 0 is the no-effect control and ±100 the full control effect; nearly all actives have a fitted effect of over 75% in size
#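 Signal arises when biotinylated H3K9 peptide, once monomethylated, bridges streptavidin donor and antibody-captured acceptor beads. Enzyme at 20 nM was preincubated 15 min with test compounds; peptide 500 nM and SAM 20 uM then reacted for 2 h.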
# Pol beta inh: qHTS Assay for Inhibitors of DNA Polymerase Beta; Potency, µM (top dose mostly 114 µM), without a hit: top-dose activity change, negative = inhibition, most hits filed as inhibitors; P06746; hit rate 1.3% among 340,000; Pol beta primer extension/strand displacement, fluorescence kinetic; further: on the % scale 0 is the no-effect control and ±100 the full control effect
#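 Kinetic readout of DNA synthesis with strand displacement by Pol beta. Compound and 10 nM enzyme sit 15 min at room temperature; 50 nM substrate starts the reaction, read immediately and at 10 min.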
# Pol eta inh: qHTS for Inhibitors of Polymerase Eta. DNA polymerase eta (Homo sapiens), Q9Y253. recombinant Pol eta, fluorescent DNA replication assay. Potency, µM (highest dose often 114 µM), for inactives: at the highest dose activity change, negative = inhibition, usual class: inhibitors. hit rate 1.2% among 390,000. AID 588591, 2011; further: on the % scale 0 is the no-effect control and ±100 the full control effect
#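 Fluorescent replication assay: 50 nM final substrate added after a 15 min room-temperature compound preincubation with 10 nM enzyme. Signal taken at 0 min and again at 10 min.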
# BAZ2B inh: qHTS Assay for Inhibitors of BAZ2B; AID 504333, 2011; AlphaScreen BAZ2B-H3K14Ac peptide displacement; Bromodomain adjacent to zinc finger domain protein 2B (Homo sapiens), Q9UIF8; Potency, µM (titrated, usually from 114 µM), without a hit: at the top dose activity change, negative = inhibition, hits mostly inhibitors; hit rate 4.4% among 360,000; further: on the % scale 0 is the no-effect control and ±100 the full control effect; nearly all actives have a fitted effect of over 60% in size
#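 In this displacement format the biotinylated H3(5-23) peptide acetylated at Lys14 serves as ligand at 50 nM, with BAZ2B at 50 nM in PBS pH 7.4 containing 0.01% Tween-20. Donor and acceptor beads are 10 ug/mL final.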
# POLI inh: qHTS for Inhibitors of Polymerase Iota; Pol iota fluorescent replication assay, 10 min; Potency, µM (series often up to 115 µM), without a hit: at the highest dose activity, negative = inhibition, usual class: inhibitors; hit rate 1% among 390,000
#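 Fluorescent replication assay read twice, at 0 min and 10 min after adding 50 nM (final) substrate. Enzyme (10 nM) and compounds were first incubated 15 min at room temperature; enzyme-free buffer wells were negative controls.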
# An asterisk follows results filed as active; ? = inconclusive; . = not tested or not shown; & = joins results of further samples; [ ] = another dose, or the depositor's remark. The call rests on the fitted dose curve; in most records, active means well fitted curve in the direction sought with a large enough effect; inconclusive means small, poorly fitted or top-dose-only effect, or another doubt; inactive means no such curve, though single readings can be large; an effect the other way counts as inactive or inconclusive. Potency means the concentration at half of the fitted maximal effect. These rows are one share of the data; count on the stated rates, not on these rows.
BLM inh,POLK inh,APE1 inh,JMJD2A Tudor inh,G9a block,Pol beta inh,Pol eta inh,BAZ2B inh,POLI inh,smiles
-9%,-10%,11%,-22%,-12%,-19%,6%,-22%,143%[activator],Cc1ccc(COc2ccc(/C=N/NC(=O)CN3CCCCC3)cc2)cc1
1%,6%,-1%,-35%,15%[12.7 µM],2%,-9%,-1%,-9%,C=CCOc1cccc(C2c3c(oc4ccc(F)cc4c3=O)C(=O)N2CCCN2CCOCC2)c1 (stereo unspecified)
.,-7%,9%,-19%,1%,.,-7%,-4%,27%,Cc1cc(C(=O)OCC(=O)N2CCC(c3ccccc3)=N2)ccc1[N+](=O)[O-]
-1%,1%,41%,-10%,1%,36%,-18%,-12%,29%,COc1ccc(NC(=O)C2CCN(S(=O)(=O)c3ccc4c(c3)CC(C)N4C(C)=O)CC2)cc1OC (stereo unspecified)
-7%,-2%,2%,-2%,-4%[59 µM],2%,-18%,-5%,13%,c1ccc2c(CN3CCCCC3)csc2c1
-4%,-8%,?,2%,5%[59 µM],28%,-2%,-15%,127%[activator],O=C(NC1CCCCC1)c1cc(Cl)ccc1[N+](=O)[O-]
3%,3%,-4%,-12%,?,17%,3%,8%,49%[activator],Cc1ccc(S(=O)(=O)N2CC(C)N(S(C)(=O)=O)C2)cc1 (stereo unspecified)
-4%,-9%[60.1 µM],.,-13%,3%[59 µM],33%[activator],-19%,-6%,11%,CCOC(=O)C1CCN(c2ncnc3c2c(-c2ccccc2)cn3-c2ccc(Cl)cc2)CC1
-8%,-21%,-1%,-35%,.,7%,-9%,-35%,?,CC1(c2ccccc2)CC(C)(C)N(C(N)=O)c2ccccc21 (stereo unspecified)
-1%,-8%,5%,-30%,?,24%,-12%,-3%,8%,Cc1ccc(CNc2ncnc3cc(Cl)ccc23)o1
-10%,-9%,-5%,-34%,-17%[59 µM],5%,-12%,-7%,-27%,Cc1ccc(S(=O)(=O)N(CC(=O)Nc2cccc([N+](=O)[O-])c2)Cc2ccc(Cl)cc2)cc1
-2%,-1%,-5%,-22%,-9%[59 µM],-1%,-12%,2%,23%,Cc1cc(NC(=O)CCC(=O)N(c2ccccc2)C2(C(=O)NC3CCCCC3)CCCC2)no1
-6%,-7%[60.1 µM],.,?,?,-2%,?,-26%,?,COc1ccc(Cl)cc1NC(=O)c1c(NCc2ccc(C)o2)sc2c1CCCCC2
-1%,-3%,4%,-7%,75%[activator][59 µM],-4%,4%,50%[activator],-5%,CCOC(=O)Cc1cnc(NC(=O)c2ccccc2)s1
.,-4%,-1%,-14%,?,.,-12%,8%,11%,Cc1ccc(S(=O)(=O)Nc2cccc(C(=O)NCC3(N4CCCCC4)CCCCC3)c2)cc1F
2%,2%,16%[12.4 µM],-23%,-5%[59 µM],18%,-3%,-11%,-4%,COc1ccc(-c2noc(CN(C)C(=O)c3ccoc3C)n2)cc1
-3%&0%,8%&6%,5%,4%&-17%,7%,-1%&-1%,0%,-10%&-35%,5%&35%,COC(=O)C(C)n1nnc2sc(-c3ccccc3)cc2c1=O (stereo unspecified)
0%,-2%,10%,-4%,2%[59 µM],13%,-13%,-6%,-6%,CCC(C)(C)NC(=O)C(c1ccncc1)N(Cc1cccs1)C(=O)Cn1nnc2ccccc21 (stereo unspecified)
-1%,-3%[60.1 µM],.,-18%,-14%[59 µM],0%,-13%,2%,8%,CC(C)CCNC(=O)c1ccc2c(c1)nc1n2CCCCC1
-3%,0%[60.1 µM],-2%,.,22%[0.501 µM],.,.,.,.,Cc1cnc(CNc2cc(-c3cccc(NS(C)(=O)=O)c3)ncn2)cn1
-15%,-2%,5%,-4%,-8%[59 µM],3%,0%,9%,-7%,O=c1oc(-c2cccc(Cl)c2)nc2c1cnn2-c1ccccc1
-1%,0%,-6%,-28%,79µM*,13%,-5%,-36%,51%[activator],CC(C(=O)Nc1ccc(S(N)(=O)=O)cc1)N1CCc2ccccc21 (stereo unspecified)
-5%,-6%,5%,?,28µM*,5%,-15%,?,8%,COc1ccc(-c2csc(N3CCN(C(=O)c4ccccc4)CC3)n2)cc1
-2%,-8%,-9%,13µM*,35µM*,3%,-12%,-4%,?,C#CCOc1ccc(/C=C2/C(=O)ON=C2C)cc1Cl
-5%,3%,6%,-7%,7%,2%,-18%,4%,102%[activator],O=C(Nc1cccc(C(F)(F)F)c1)c1cnccn1
.,-9%,.,-17%,.,.,-2%,.,14%,O=C(NCc1ccccn1)C1CCCN(S(=O)(=O)c2cc(Cl)ccc2Cl)C1 (stereo unspecified)
-1%,-8%,3%,-11%,.,46%,-8%,-3%,-9%,CCOC(=O)NNc1ccccc1
4%,4%,-6%,3%,-13%,17%,-10%,6%,22%,O=C(Nc1ccc(NC(=O)C2CC2)nc1)c1ccncc1
-2%,-5%,-1%,-6%,-15%[2.33 µM],45%,-9%,10%,-4%,CC1(C(=O)NC2CCCC2)CCC(=O)N1Cc1cccs1 (stereo unspecified)
5%,6%[60.1 µM],15%,.,-3%[0.501 µM],.,.,.,.,Cc1cnc(CNc2cc(-c3cccnc3)ncn2)cn1

# Records listed above that bear a hit mark in G9a block:
BLM inh,POLK inh,APE1 inh,JMJD2A Tudor inh,G9a block,Pol beta inh,Pol eta inh,BAZ2B inh,POLI inh,smiles
-1%,0%,-6%,-28%,79µM*,13%,-5%,-36%,51%[activator],CC(C(=O)Nc1ccc(S(N)(=O)=O)cc1)N1CCc2ccccc21 (stereo unspecified)
-5%,-6%,5%,?,28µM*,5%,-15%,?,8%,COc1ccc(-c2csc(N3CCN(C(=O)c4ccccc4)CC3)n2)cc1
-2%,-8%,-9%,13µM*,35µM*,3%,-12%,-4%,?,C#CCOc1ccc(/C=C2/C(=O)ON=C2C)cc1Cl

# The list continues.
BLM inh,POLK inh,APE1 inh,JMJD2A Tudor inh,G9a block,Pol beta inh,Pol eta inh,BAZ2B inh,POLI inh,smiles
-1%,-14%,13%,-3%,-19%,1%,-23%,-20%,42%[activator],Cc1cc(C)c(S(=O)(=O)c2ccccc2)c(=O)[nH]1
-19%,?,?,-14%,?,10µM*,?,-30%,16µM*,CCn1c(=NC(=O)c2ccc(N3C(=O)CCC3=O)cc2)sc2c(OC)ccc(OC)c21
?,-15%,?,45µM*,25µM*,-1%,?,40µM*,16µM*,COc1cc(CNc2ccc(O)cc2)cc(Br)c1OCc1ccccc1
-5%,5%,-5%,-17%,23%,17%,-9%,?,10%,O=C1CC(N2CCN(c3ccc(F)cc3)CC2)C(=O)N1Cc1ccccc1 (stereo unspecified)
-1%,-7%,2%,-3%,.,0%,-9%,-8%,26%,CC(=O)Nc1cccc(NC(=O)C(F)(F)F)c1
3%,-21%,2%,-15%[57.1 µM],35µM*,0%,-18%,-2%,-3%,Cc1ccc(S(=O)(=O)NN=C2CCC(C(C)(C)C)CC2)cc1[N+](=O)[O-] (stereo unspecified)
-2%,0%,-2%,-10%,3%,2%,-15%,-24%,34%[activator],CC(C)(C)NC(=O)C(=O)NN=C1CCCCCCC1
-11%,-3%,-4%,-25%,45µM*,-24%,-15%,?,25%,CCOc1ccc(-c2nc(CN(Cc3ccccc3)C[C@@H]3CCC(=O)N3)c(C)o2)cc1
-1%,-8%,9%,-19%,?,9%,8%,-14%,65%[activator],COc1ccc2c(c1)c1nnc(SCC(=O)NC3CC3)nc1n2C
2%,-3%,2%,-4%,15%[59 µM],0%,-12%,-5%,-4%,CCOC(=O)NN1C(=O)c2ccccc2NC1c1ccccc1O (stereo unspecified)
.,-11%,16%,-3%,56µM*,.,-20%,9%,18%,CC(=O)Nc1ccc(NC(=O)C(C)Sc2nc3ccccc3c(=O)n2Cc2ccco2)cc1 (stereo unspecified)
-1%,-2%,-1%,1%,50µM*,10%,-11%,-2%,-4%,COc1ccc(NC(=O)CSc2nnc(-c3ccccc3C)n2N)cc1
-14%,-44%,9%,-7%,35µM*,-18%,-29%,-31%,?,COc1cc2nc(NC(=O)c3ccc(F)cc3Cl)sc(=O)c2cc1OC
1%,-2%,?,-2%,-35%[59 µM],1µM*,-14%,-28%,7%,CN(c1ccc(C(=O)NCCSCc2ccco2)cc1)S(C)(=O)=O
-6%,-10%,-3%,39%[activator],67%[activator],2%,-9%,41%[activator],4%,Cc1c(C(=O)NCCc2ccccc2)oc2ccccc12
0%,-11%,-1%,?,?,-14%,-9%,?,172%[activator],COC(=O)CCN1CCc2cc(N=Nc3ccc([N+](=O)[O-])cc3)ccc21
-7%,-17%,.,-15%,-4%[59 µM],6%,-17%,2%,4%,COc1ccc(NC(=O)CSc2nncn3c2cc2oc(C)cc23)cc1OC
0%,-1%,4%,-3%,18%,2%,0%,5%,29%,CCOC(=O)N1CCN(Cc2nc(CC3CC3)no2)CC1
-1%,-4%,12%,-19%,-43%[12.7 µM],1%,-12%,-6%,3%,O=S(=O)(Nc1nc2ccccc2s1)c1ccc(Br)s1
-9%,3%,-4%,-5%,.,16%,-13%,7%,12%,CN(C)c1ncc(S(=O)(=O)c2ccccc2)c(-c2ccccc2Cl)n1
-7%,-9%,0%,-23%,-1%,?,-15%,-20%,76%[activator],NNC(=O)c1ccc2nc(-c3ccc(Br)cc3)cn2c1
.,3%,5%,?,-14%[0.501 µM],.,-12%,-31%,56%[activator],COc1ccc([C@H]2CC(=O)C=C(c3ccc(Oc4ccccc4)cc3)C2)cc1OC
3%&-8%,0%&-8%[60.1 µM],6%&-1%,.,-20%[2.33 µM],.,.,.,.,CC1OC(OC2C(CO)OC(OC3C(CO)OC(O)C(O)C3O)C(O)C2O)C(O)C(O)C1NC1C=C(CO)C(O)C(O)C1O (stereo unspecified)
-3%,9%,21%,-12%,50µM*,-25%,-14%,-30%,-21%,COc1ccc(C(=O)CSc2nccn2C)cc1
.,-15%,.,?,.,.,-21%,.,-12%,Oc1ccc(C=NNC(=S)Nc2ccc(F)cc2)c(O)c1
